From PubChem
Scp-1 inhibitor: inhibitors of human Scp-1 phosphatase; 340,000 compounds, 0.88% hits; Recombinant Scp1, phosphopeptide, malachite green phosphate absorbance; AID 493091; inhibition, % at 20 µM;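 active = inhibition above about 50% at 20 µM, limit read from the data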;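 also: plate controls were DMSO wells with enzyme for no effect and wells lacking enzyme for full effect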
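Test system – truncated SCP-1 phosphatase (76-261aa) · Reagent – Phosphorylated 17-residue peptide substrate · Incubation – 45 min room-temperature reaction, 5 min colour, 30 min stabiliser · Detection – colorimetric phosphate reagent with accelerator and stabiliser, absorbance at 630 nm · Measure – % inhibition at 20 µM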
SKN-1 inh: blocks SKN-1 activity in C. elegans; inhibition, % at 21.8 µM; 360,000 compounds, 0.49% hits; C. elegans VP596 Pgst-4::GFP/RFP ratio, acrylamide-induced, 24 h;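 active = interference check ratio from 0.5 to 1.5 plus GFP to RFP signal ratio inhibition reaching or exceeding a fixed threshold, cut at about 30% in these data, passing the limit was not always enough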; also: some compounds called inactive have numbers as strong as hits
STEP inh: STEP (human) phosphatase inhibition; recombinant STEP, OMFP fluorogenic substrate, fluorescence; inhibition, % at 20 µM; 360,000 compounds, 0.25% hits;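 active = inhibition at 20 µM, scaled per plate between control wells, above about 37%, limit read from the data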;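 also: 0% = DMSO with enzyme and substrate and 100% = substrate only without enzyme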
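Material: STEP (striatal-enriched tyrosine phosphatase) enzyme, cell-free; Compound dosing: 20 µM single dose in 1% DMSO; Technique: fluorescence read at 480 nm ex / 540 nm em; Times: reaction 20 min, ambient temperature; Medium: 50 mM Bis-Tris pH 6.0 with 2.5 mM DTT and 0.005% Tween 20; Also added: OMFP at 25 µM.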
DNMT1 block: inhibitors of human DNMT1. P26358. AID 588458. DNMT1 molecular beacon, Hinp1I cleavage, fluorescence. 360,000 compounds, 0.83% hits. inhibition (reported as % activation of signal), % at 10 µM; in the data active = inhibition above about 50%
CendR NRP1 mod: alters CendR peptide binding to human NRP-1; O14786; FAM-RPARPAR peptide binding to NRP-1, fluorescence polarization; inhibition, % at 25 µM; 360,000 compounds, 0.85% hits; AID 602438;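 active = inhibition or corrected inhibition above about 18%, plus a signal ratio from 0.5 to 1.5, limit read from the data, passing the limit was not always enough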; also: strong numbers were not always called active
Target sequence (O14786 whole entry, looked up): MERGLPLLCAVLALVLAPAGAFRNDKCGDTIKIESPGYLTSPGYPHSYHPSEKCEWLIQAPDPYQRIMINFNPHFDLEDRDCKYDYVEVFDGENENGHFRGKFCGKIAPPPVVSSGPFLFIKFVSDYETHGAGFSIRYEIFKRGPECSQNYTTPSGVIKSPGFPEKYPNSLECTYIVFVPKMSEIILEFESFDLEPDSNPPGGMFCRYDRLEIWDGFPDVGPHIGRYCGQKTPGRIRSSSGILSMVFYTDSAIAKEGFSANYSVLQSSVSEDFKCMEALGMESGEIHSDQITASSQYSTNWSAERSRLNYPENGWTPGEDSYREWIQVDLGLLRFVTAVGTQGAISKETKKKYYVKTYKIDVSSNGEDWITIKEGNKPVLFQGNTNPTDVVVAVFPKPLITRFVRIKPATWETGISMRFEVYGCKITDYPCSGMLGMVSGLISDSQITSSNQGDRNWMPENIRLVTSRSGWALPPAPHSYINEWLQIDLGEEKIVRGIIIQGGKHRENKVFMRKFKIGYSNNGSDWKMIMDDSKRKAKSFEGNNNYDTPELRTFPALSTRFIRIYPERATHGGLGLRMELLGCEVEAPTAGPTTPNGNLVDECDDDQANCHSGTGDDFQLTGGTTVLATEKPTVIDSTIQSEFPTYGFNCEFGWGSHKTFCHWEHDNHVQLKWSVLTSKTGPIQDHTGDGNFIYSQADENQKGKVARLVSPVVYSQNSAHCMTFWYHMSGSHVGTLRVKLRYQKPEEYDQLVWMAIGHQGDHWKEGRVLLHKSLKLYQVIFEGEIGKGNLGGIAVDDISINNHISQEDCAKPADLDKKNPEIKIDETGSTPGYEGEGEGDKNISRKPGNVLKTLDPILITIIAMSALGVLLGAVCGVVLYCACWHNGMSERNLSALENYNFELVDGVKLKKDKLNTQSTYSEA
Neddyl block: inhibitors of human cullin neddylation. calls only at 25 µM. AID 651699. TR-FRET cullin neddylation, biochemical. 360,000 compounds, 0.58% hits. P61081+Q13564; in the data active = inhibition above about 36%
NadD block: inhibitors of Staphylococcus aureus NadD; purified NadD enzyme, colorimetric absorbance read-out; inhibition, % at 20 µM; 360,000 compounds, 0.78% hits; in the data active = inhibition above about 26%; also: some compounds past the cut are filed as inactive
Tb MetRS inh: Trypanosoma brucei MetRS inhibition. purified T. brucei MetRS, ATP depletion, Kinase-Glo luminescence. inhibition, % at 11.9 µM. 360,000 compounds, 0.4% hits;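 active = inhibition above a per-plate cutoff of the control wells' mean inhibition plus 3 SD, cut at about 5.5% in these data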;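 also: 0% = DMSO wells median and 100% = median of wells with control inhibitor compound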
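Assay system: T. brucei methionyl-tRNA synthetase, purified | Medium: HEPES buffer with MgCl2, KCl, DTT, spermine, BSA, pyrophosphatase | Compound: 11.9 µM single point | Incubation: 15 min enzyme-compound preincubation, 2 h reaction, 10 min detection, 25 °C | Measured by: Kinase-Glo luciferase luminescence reporting remaining unconsumed ATP | Measure: % inhibition normalized to control-well medians | Replication: Singlicate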
SUMO1 PPI mod: modulators of human SUMO1-mediated protein-protein interactions; inhibition, % at 20 µM; P63165; 360,000 compounds, 0.33% hits; SUMO1 binding to a labelled peptide, TR-FRET, 1 h; in the data active = inhibition above about 37%
LMPTP block: blocks human LMPTP phosphatase | P24666 | recombinant LMPTP-A, OMFP fluorogenic substrate, fluorescence intensity | inhibition, % at 20 µM | 360,000 compounds, 0.22% hits | AID 651560;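 active = compounds that cut the enzyme signal by at least half of the control window in the single-dose screen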;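 also: plate controls were DMSO wells with enzyme plus substrate for no effect and substrate without enzyme for full effect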
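Assay system: LMPTP-A enzyme. Input: 0.625 nM LMPTP-A final. Probe or stimulus: 400 µM OMFP. Compound dosing: single 20 µM dose. Schedule: 50 min dark incubation at room temperature. Detection: fluorescence intensity of OMFP turnover product. Read-out: percent inhibition versus substrate-only and uninhibited controls. Benchmarks: no-enzyme low control, uninhibited high control.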
* = called active by the depositor; i = inactive; x = not tested or not shown. Outcome played no part in choosing rows. Share with any hit: about 4.6%.

Each structure is followed by: Neddyl block	Scp-1 inhibitor	SUMO1 PPI mod	SKN-1 inh	STEP inh	LMPTP block	DNMT1 block	NadD block	CendR NRP1 mod	Tb MetRS inh
> CC1CN(CCOc2ccc([N+](=O)[O-])cc2)CC(C)O1 (centres undefined)
  i	-8	-5	-2	2	-1.1	3	-1	-4	-0.4
> C=CCN1C(=O)C(CC(=O)Nc2ccc(OC)cc2)SC1=Nc1ccc(S(N)(=O)=O)cc1 (centres undefined)
  i	-5	7	-10	0	-1.7	-1	-2	1	0.5
> COc1cc(CNC(C)(C)CO)cc(Br)c1OCc1ccc(Cl)cc1
  i	-7	-2	55*	0	-0.7	2	-11	30*	-0.6
> COc1cc(CC(=O)OCC(=O)N(C)C2CCCCC2)cc(OC)c1OC
  i	-5	0	7	-2	-1.2	-3	-6	7	0.2
> CC1=CC(c2ccccc2)n2ncnc2N1 (centres undefined)
  i	0	-1	2	0	-2.9	4	0	14	-0.5
> COc1ccc(NC2CCCN(C(=O)c3oc(C)cc3C)C2)cc1OC (centres undefined)
  i	-1	6	5	0	12	1	-3	2	-0.7
> COCCCN1C(=O)C(=O)/C(=C(/O)c2ccc3c(c2)OCCO3)C1c1ccc(C(=O)OC)cc1 (centres undefined)
  i	3	-8	-15	9	-1.8	-1	12	13	-0.7
> O=C1NC[C@H](CCCCN2CCN(CC3CCCCC3)C(=O)C2=O)N(CC2CCCCC2)C1=O
  i	x	-1	-1	x	-0.8	x	14	7	-0.4
> CCCNc1nc2c(c(=O)[nH]c(=O)n2C)n1CCCc1ccccc1
  i	-3	-2	-7	0	-0.6	1	-2	10	-0.5
> CC(CS(=O)(=O)c1ccc2c(c1)NC(=O)CS2)C(=O)N1CCN(c2cccc(Cl)c2)CC1 (centres undefined)
  i	50	25	7	3	0.0	13	7	-12	-0.9
> OCC1(CO)COC(c2ccccc2)=N1
  i	-2	1	-14	-2	2.0	18	-1	0	-1.7
> O=C(NCCN1CCCC1=O)Nc1ccccc1
  i	-5	0	-14	2	-1.3	-1	3	2	0.0
> Cc1ccccc1Oc1ccc(S(=O)(=O)NCCC(=O)O)cc1
  i	-6	-15	-9	4	2.4	-4	3	-5	-0.8
> CCc1ccc2c(c1)c1nnc(NN)nc1n2CC
  i	-5	-11	2	6	3.6	-13	6	-3	0.7
> C[C@@]12C(=O)Nc3cc(F)ccc3C(=O)N1[C@H]1c3ccccc3OC[C@@H]1[C@@H]2c1ccccc1
  i	-10	5	14	1	2.1	0	7	8	0.5
> COCCNC(=S)N/N=C(\C)c1ccc(Cl)s1
  i	-1	-21	6	1	12	-4	-4	-4	-0.2
> CCc1ccc(NC(=O)COc2ccc(Br)cn2)cc1
  i	6	4	9	0	0.1	-1	0	16	-1.0
> CCC(O)CNC(=O)NC(=C(Cl)Cl)c1ccc(C)c(F)c1 (centres undefined)
  i	3	2	-2	-1	-2.3	1	-3	0	-0.6
> CC1CCCN(C(=O)C(C)Sc2nc(-c3ccccc3)cc(C(F)(F)F)n2)C1 (centres undefined)
  i	-7	3	8	3	2.9	2	-4	24	0.6
> COc1ccccc1NC(=O)CSc1ncc(CO)n1Cc1ccc(F)cc1
  i	-5	3	-4	4	-0.2	1	-6	4	0.5

The final six compounds of the part before come first, to join the parts.
Each structure is followed by: Neddyl block	Scp-1 inhibitor	SUMO1 PPI mod	SKN-1 inh	STEP inh	LMPTP block	DNMT1 block	NadD block	CendR NRP1 mod	Tb MetRS inh
> C[C@@]12C(=O)Nc3cc(F)ccc3C(=O)N1[C@H]1c3ccccc3OC[C@@H]1[C@@H]2c1ccccc1
  i	-10	5	14	1	2.1	0	7	8	0.5
> COCCNC(=S)N/N=C(\C)c1ccc(Cl)s1
  i	-1	-21	6	1	12	-4	-4	-4	-0.2
> CCc1ccc(NC(=O)COc2ccc(Br)cn2)cc1
  i	6	4	9	0	0.1	-1	0	16	-1.0
> CCC(O)CNC(=O)NC(=C(Cl)Cl)c1ccc(C)c(F)c1 (centres undefined)
  i	3	2	-2	-1	-2.3	1	-3	0	-0.6
> CC1CCCN(C(=O)C(C)Sc2nc(-c3ccccc3)cc(C(F)(F)F)n2)C1 (centres undefined)
  i	-7	3	8	3	2.9	2	-4	24	0.6
> COc1ccccc1NC(=O)CSc1ncc(CO)n1Cc1ccc(F)cc1
  i	-5	3	-4	4	-0.2	1	-6	4	0.5
> COc1ccc(C(=O)NCCS(=O)(=O)N2CCC3(CC2)OCCO3)cc1
  i	-3	0	13	0	0.0	1	-5	-4	-0.4
> CCC(C)NC(=O)C1CCN(C(=O)COc2ccc3c4c(c(=O)oc3c2C)CCCC4)CC1 (centres undefined)
  x	0	-7	16	-4	-1.7	4	1	12	-0.9
> COc1ccc(N2CC(NS(=O)(=O)c3cccs3)CC2=O)cc1OC (centres undefined)
  i	-5	-2	4	0	0.1	1	-1	19	-0.4
> Oc1ccc(Oc2ccc3c(C(F)(F)F)cc(C(F)(F)F)nc3n2)cc1
  i	-5	-15	-8	2	3.0	1	3	9	-0.2
> COc1cc(C(=O)Nc2ccc(NC(=O)c3ccco3)nc2)cc(OC)c1OC
  i	26	4	-13	0	0.1	-1	-3	5	-0.7
> Cc1cc2cc(CCNC(=O)CCCc3ccccc3)c(=O)[nH]c2cc1C
  i	9	3	1	0	1.0	3	-6	7	0.1
> C[C@@H]1CN([C@@H](C)CO)C(=O)c2cc(NC(=O)c3ccccc3)ccc2O[C@@H](C)CCCCO[C@@H]1CN(C)S(=O)(=O)c1ccc(F)cc1
  i	x	7	3	2	1.8	-6	11	-11	-1.1
> CCCCNC(=O)C1(NC(=O)Nc2ccccc2)CCCCC1
  i	-3	2	9	5	0.6	1	4	13	0.1
> Cn1cccc1C(=S)N=P(C1CCCCC1)(N1CCOCC1)N1CCOCC1
  i	-5	2	12	4	0.1	-4	3	4	-0.9
> O=C(/C=C/c1ccc([N+](=O)[O-])cc1)NCc1ccc2c(c1)OCO2
  i	-1	-27	-4	-1	-0.1	1	0	3	0.0
> Cc1ccsc1C(=O)NCCc1ccc(S(N)(=O)=O)cc1
  i	-1	-4	-2	-1	0.9	1	-1	7	0.8
> CC1(C(=O)NS(=O)(=O)c2cccc(OC(F)F)c2)CCN1C(=O)Cc1cccs1 (centres undefined)
  i	x	1	15	-1	-3.1	5	0	-2	-0.3
> Cc1cccc(C)c1-n1nnnc1C1(C)CCC(=O)N1Cc1cccc(C(F)(F)F)c1 (centres undefined)
  i	x	0	-2	x	-1.0	x	-3	9	-1.2
> CC(C)CNC(=O)C(=O)NCC1OCCCN1S(=O)(=O)c1ccc2c(c1)OCCO2 (centres undefined)
  i	0	-5	3	-2	-1.1	2	-4	5	0.2
> NC(=O)c1c(NC(=O)C2COc3ccccc3O2)sc2c1CCN(Cc1ccccc1)C2 (centres undefined)
  i	-1	1	-6	-5	-2.2	3	0	-70	-0.5
> O=C(Cc1c[nH]c2ccccc12)NCc1ccc(Cl)cc1
  i	-4	1	3	2	0.3	-2	-3	2	0.6
> O=C1CCC(=O)N1CCC(=O)N(C(=O)NC1CCCCC1)C1CCCCC1
  i	x	5	13	-2	-2.1	6	1	4	-0.2
> C=CCNc1ncnc2ccc(Br)cc12
  i	-1	4	-3	3	-0.8	0	3	1	0.2
> COC(=O)c1ccc(NS(=O)(=O)NC(=O)c2c[nH]c3ccccc23)cc1
  i	-5	3	4	2	-2.0	2	-3	10	0.9
> CCc1cccc(CC)c1-n1c(SCC(=O)c2c(N)n(C)c(=O)n(C)c2=O)nnc1-c1cccnc1
  i	-2	3	4	3	0.5	59*	4	-24	0.2
> COC(=O)c1c(N)sc(C(C)=O)c1C
  i	3	-10	-18	-3	-0.7	4	0	-7	-1.4
> C/C(CC(=O)Nc1ccc([N+](=O)[O-])cc1)=N\NC(=O)c1ccccc1[N+](=O)[O-]
  i	-6	-18	3	1	-1.3	-4	-5	0	-0.3
> CN(C)c1ccc(C=c2c3ccccc3n3c2cc(-c2ccc(Cl)cc2)[n+]3C)cc1
  i	7	-112	59	4	52*	35	39*	-78	0.1
> Cc1ccccc1NC(=O)CSc1nnc(NC(=O)c2ccco2)s1
  i	-3	2	-1	0	0.4	-1	-8	12	-0.5
> CCOC(=O)C1=CC[C@@H](c2ccccc2)N(S(=O)(=O)c2ccc(C)cc2)[C@H]1c1ccc(CC)cc1
  i	x	7	16	2	1.9	11	-4	11	-0.5
> O=C(c1sccc1-c1ccccc1)N1CCN(S(=O)(=O)c2ccccc2F)CC1
  i	2	4	6	1	-3.8	6	0	-9	-0.6
> Cn1c(CNC(=O)c2ccccc2F)nnc1SCCOc1ccccc1
  i	-4	2	1	3	-2.5	0	-9	-9	-0.5

Nothing new here: an excerpt of the list.
Each structure is followed by: Neddyl block	Scp-1 inhibitor	SUMO1 PPI mod	SKN-1 inh	STEP inh	LMPTP block	DNMT1 block	NadD block	CendR NRP1 mod	Tb MetRS inh
> Cc1ccccc1NC(=O)CSc1nnc(NC(=O)c2ccco2)s1
  i	-3	2	-1	0	0.4	-1	-8	12	-0.5
> CCOC(=O)C1=CC[C@@H](c2ccccc2)N(S(=O)(=O)c2ccc(C)cc2)[C@H]1c1ccc(CC)cc1
  i	x	7	16	2	1.9	11	-4	11	-0.5
